# Pol beta inh: blocks human DNA polymerase beta activity; P06746; AID 485314; Pol beta primer extension/strand displacement, fluorescence kinetic; actives 1.3% (n = 340,000); Potency, µM (top dose mostly 114 µM), inactives show at the top dose activity change, negative = inhibition, hits mostly inhibitors; note: potency is the fitted concentration of half-maximal effect; % is set by controls: 0 for no effect and ±100 for the full control effect
#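 Pol beta (10 nM) was preincubated with compound for 15 min at room temperature. The reaction was then started with 50 nM substrate and read immediately and after a further 10 min at room temperature.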
# BLM inh: Bloom syndrome helicase (human) inhibition; P54132; recombinant BLM DNA unwinding, fluorescence dequenching; Potency, µM (top dose mostly 56.1 µM), without a hit: at the top dose activity change, negative = inhibition, most hits filed as inhibitors; actives 0.2% (n = 350,000);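 note: potency is the fitted concentration of half-maximal effect; plate controls were vehicle for no effect and no enzyme for full effect; nearly all actives have a fitted effect of over 35% in size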
# Pol iota inh: blocks human DNA polymerase iota activity; Q9UNA4; Pol iota fluorescent replication assay, 10 min; Potency, µM (series often up to 115 µM), inactives show at the top dose activity, negative = inhibition, usual class: inhibitors; actives 1% (n = 390,000); note: potency is the fitted concentration of half-maximal effect
#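 Pol iota at 10 nM preincubated 15 min with compounds at room temperature; reaction started with fluorescent substrate, 50 nM final. Fluorescence read kinetically at 0 and 10 min; buffer-only wells as negative control.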
# ERG-DNA inh: ERG Ets/DNA interaction inhibition. Potency, µM (top dose mostly 76.9 µM), for the others: at the top dose FP activity, negative = inhibition, usual class: inhibitors. actives 0.028% (n = 370,000). fluorescence polarization, His-ERG Ets domain / labelled DNA; active = well fitted inhibition curve with a large enough effect in the polarisation, with a control signal flat; inconclusive = small, poorly fitted or top-dose-only effect, or effect the other way, or a change in a side signal; inactive = no such curve, though single readings can be large or run the other way; the % refers to the polarisation;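 note: polarization taken with two DNA probes labelled with fluorescein and Texas red; potency is the fitted concentration of half-maximal effect; % of control where 0% means no effect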
# Target sequence (P11308 whole entry, looked up, the tested form may be a part): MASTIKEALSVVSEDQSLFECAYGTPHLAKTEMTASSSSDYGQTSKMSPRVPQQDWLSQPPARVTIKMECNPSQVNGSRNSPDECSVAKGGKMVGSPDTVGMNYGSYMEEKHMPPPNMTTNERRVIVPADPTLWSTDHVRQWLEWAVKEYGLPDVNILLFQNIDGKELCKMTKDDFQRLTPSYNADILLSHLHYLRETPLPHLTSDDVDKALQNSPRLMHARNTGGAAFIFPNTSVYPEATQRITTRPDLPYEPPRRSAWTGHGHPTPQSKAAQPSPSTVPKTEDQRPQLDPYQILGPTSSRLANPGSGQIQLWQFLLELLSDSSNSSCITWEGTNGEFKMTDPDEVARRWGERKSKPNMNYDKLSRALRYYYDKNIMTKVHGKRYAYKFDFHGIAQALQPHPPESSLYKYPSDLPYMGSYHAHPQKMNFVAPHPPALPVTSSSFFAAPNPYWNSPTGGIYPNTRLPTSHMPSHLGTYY
#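 His-tagged ERG Ets domain (1 uM in the protein solution; 300mM KCl, 50mM Tris-HCl, 1mM EDTA, 1mM DTT, pH 7.5) received compound, then a probe mix of 5 nM fluorescein-DNA and 100nM Texas-615-DNA. Fluorescence polarization was read for both dyes.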
# Anesthetic bind: candidate novel general anesthetic via apoferritin binding; Potency, µM (titrated, usually from 77.5 µM), for inactives: at the top dose activity change, negative = displacement, hits mostly inhibitors; actives 0.074% (n = 350,000); AID 485281; apoferritin/1-aminoanthracene competitive binding, fluorescence; P02791; note: potency is the fitted concentration of half-maximal effect; % is set by controls: 0 for no effect and ±100 for the full control effect; nearly all actives have a fitted effect of over 20% in size
# Target sequence (P02791 2-175 limits assumed): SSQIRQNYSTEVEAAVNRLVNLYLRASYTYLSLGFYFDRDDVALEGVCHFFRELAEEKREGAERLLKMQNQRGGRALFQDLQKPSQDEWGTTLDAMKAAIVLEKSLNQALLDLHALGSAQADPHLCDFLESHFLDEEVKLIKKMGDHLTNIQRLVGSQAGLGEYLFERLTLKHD
#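 Apoferritin-based anesthetic binding model; compound displacement of fluorescent 1-AMA measured as endpoint fluorescence after 10 minutes at room temperature, scaled to free-ligand and complex controls.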
# POLK inh: DNA polymerase kappa (human) inhibition | purified Pol kappa, fluorescent DNA synthesis assay, 10 min | Potency, µM (doses to about 107 µM), for the others: top-dose activity, negative = inhibition, most hits filed as inhibitors | actives 0.53% (n = 400,000); note: potency is the fitted concentration of half-maximal effect; % is set by controls: 0 for no effect and ±100 for the full control effect
#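 Fluorescent qHTS in 1536-well format: enzyme (10 nM) and compound sat 15 min at room temperature before 50 nM substrate (final) was added. Signal taken at 0 and 10 min; no-enzyme buffer wells were negative controls.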
# APE1 inh: APE1 (human) endonuclease inhibition | recombinant APE1, TAMRA/BHQ-2 abasic DNA cleavage fluorescence | Potency, µM (top dose mostly 65.8 µM), without a hit: top-dose activity change, negative = inhibition, hits mostly inhibitors | actives 0.35% (n = 350,000) | AID 2517;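 note: potency is the fitted concentration of half-maximal effect; plate controls were vehicle for no effect and reference inhibitor for full effect; nearly all actives have a fitted effect of over 55% in size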
#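 Incision of a quenched TAMRA/BHQ-2 THF abasic-site duplex (50 nM) by 0.75 nM APE1, after 15 min compound preincubation, measured as fluorescence increase over three 60 s reads. Values normalized to buffer, DMSO and NSC13755 control wells.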
# ALOX12 inh: inhibitors of human 12S-lipoxygenase ALOX12; purified 12hLO, xylenol orange hydroperoxide absorbance; Potency, µM (series often up to 108 µM), inactives show top-dose activity change, negative = inhibition, hits mostly inhibitors; P18054; actives 1.1% (n = 580,000); note: potency is the fitted concentration of half-maximal effect; % is set by controls: 0 for no effect and ±100 for the full control effect
#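 Hydroperoxide product was detected by ferrous iron/xylenol orange as the 573 to 405 nm absorbance ratio. Arachidonic acid at 40 uM (final) was turned over for 30 min at room temperature by 150 nM human 12hLO, pH 7.0 Hepes buffer, after 15 min compound preincubation.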
# TRHR agonist: agonists of human TRH receptor; P34981; TRHR cells, calcium flux fluo-8, FDSS agonist mode; activation, % at 2 µM; actives 0.18% (n = 360,000); AID 493084; in the data active = activation above about 30%; note: 0% is about no effect
# Target sequence (P34981 whole entry, looked up): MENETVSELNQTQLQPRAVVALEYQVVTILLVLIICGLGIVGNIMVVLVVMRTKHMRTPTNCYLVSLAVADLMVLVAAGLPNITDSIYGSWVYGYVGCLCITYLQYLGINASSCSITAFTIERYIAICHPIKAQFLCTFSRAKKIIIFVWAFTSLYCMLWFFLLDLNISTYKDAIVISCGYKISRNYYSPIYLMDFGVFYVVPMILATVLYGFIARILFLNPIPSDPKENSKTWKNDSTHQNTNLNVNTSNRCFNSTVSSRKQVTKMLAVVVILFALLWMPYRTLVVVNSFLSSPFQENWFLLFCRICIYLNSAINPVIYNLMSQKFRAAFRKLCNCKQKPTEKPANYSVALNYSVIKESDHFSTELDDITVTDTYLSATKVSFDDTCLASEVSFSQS
#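 Agonist-mode FDSS calcium read (Ex 480/Em 530, 1 s cycles) in 1536-well TRHR cells with fluo-8 dye, after 10-cycle baseline and 23 nL compound addition; TRH at EC20 (10 nM final) added afterwards for the enhancer phase.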
# * hit, by the source's call; u = inconclusive; x = no result given; [ ] = dose if it differs, or a comment. Unless noted, calls come from the whole dose curve; as a rule, active = well fitted curve in the direction sought with a large enough effect; inconclusive = small, poorly fitted or top-dose-only effect, or another doubt; inactive = no such curve, though single readings can be large; an effect the other way counts as inactive or inconclusive.
SMILES,Pol beta inh,BLM inh,Pol iota inh,ERG-DNA inh,Anesthetic bind,POLK inh,APE1 inh,ALOX12 inh,TRHR agonist
N=C1C(=O)OCC1c1ccccc1NC(=O)CN1CCCCC1 (centres undefined),6%,2%,5%,x,10%,-3%,1%,x,0.1
COc1ncccc1C(=O)NC1CCCc2c1cnn2-c1cc(C)cc(C)c1 (centres undefined),0%,0%,32%[activator],1%,-17%,-4%,8%,-17%,-0.3
O=C(Oc1ccc([N+](=O)[O-])cc1)c1cncc(Br)c1,3%,-2%,9%,-8%,-8%,-7%,-4%,-6%,2.2
CC(=O)Nc1ccc(NC(=O)CS(=O)(=O)c2cn(CC(=O)N3CCCC3)c3ccccc23)cc1,u,-7%,u,3%,-14%,-21%,15%,-22%,0.3
CCOc1ccccc1CN1CCN(C/C=C/c2ccc(OC)cc2)CC1CCO (centres undefined),-20%,11%,28%,4%,-10%,4%,-1%,2%,2.5
O=C(CN1c2cccc3cccc(c23)S1(=O)=O)Nc1ccccc1Br,x,x,29%,-9%,x,-3%,13%,u,x
CCN(CC)C(=O)CSc1nnc(-c2cccnc2)n1Cc1ccccc1,6%,-5%,8%,-3%,-4%,-13%,3%,0%,2.1
C#CCn1c(C2CC(=O)N(c3ccc(OCC)cc3)C2)nc2ccccc21 (centres undefined),15%,1%,19%,-17%,-13%,8%,x,-24%,-0.5
CCC(=O)N1CC2(CC(c3cccc(NC(=O)COc4ccc(Cl)cc4)c3)=NO2)C[C@@H]1C(N)=O (some centres undefined),6%,-1%,x,x,-2%,x,3%,x,-0.1
Clc1ccc(CSc2ccc(-c3ccco3)nn2)cc1,-3%,-10%,55%[activator],-16%,-1%,1%,0%,2%,-0.4
Cc1cccc(NC(=O)CSc2nccn2Cc2ccc(F)cc2)c1C,-20%,-1%,24%,1%,-18%,-4%[60.1 µM],x,-7%,-0.2
Cc1c(C(=O)NCc2ccccc2)oc2c1C(=O)CCC2,-2%,0%,25%,-13%,-3%,-2%,4%,145%[activator],0.0
CCN1C(=O)N[C@@H](c2ccco2)C(C(C)=O)=C1C,x,-2%[12.4 µM],21%,-9%,x,5%,-5%[12.4 µM],16%,x
O=C1CCC(CCC(=O)N2CCCC(C(=O)c3ccc4c5c(cccc35)CC4)C2)=NN1 (centres undefined),27%,-1%,15%,2%,0%,-1%[60.1 µM],11%,4%,-1.3
O=C(COC(=O)c1ccccc1F)NC1CCCC1,59%,-4%,159%[activator],-10%,5%,-7%,-17%,9%,0.0
CCn1c(=O)cc(SCC(=O)Nc2ccc(Cl)cc2)c2ccccc21,3%,-3%,-3%,1%,-10%,-7%,8%,1%,-0.3
CC(=O)N1c2ccccc2C(C)(c2ccc(C)cc2)CC1(C)C (centres undefined),21%,-4%,-2%,3%,0%,-6%,x,u,16
O=C(Nc1cc(S(=O)(=O)N2CCOCC2)ccc1N1CCCCC1)c1ccc(Cl)cc1,x,x,2%,4%,x,1%,1%,u,0.4
C#CCOCCOCCOCCNc1nc(N2CCN(C(=O)[C@H](CCCN=C(N)N)n3cc(C(N)[C@@H](C)CC)nn3)CC2)nc(N2CCN(C(=O)[C@H](CC(N)=O)n3cc([C@@H](N)CC(N)=O)nn3)CC2)n1 (some centres undefined),x,x,u,-5%,x,1%,8%,-20%,x
COc1ccc(CCN2C(=O)CN(C3CCCCCC3)C(=O)C2c2ccc(C)cc2)cc1OC (centres undefined),2%,-2%,19%,-1%,3%,-3%[60.1 µM],x,u,-1.0
CCn1c(COc2ccc3c(c2)OCO3)nnc1SCC(=O)c1ccc(Cl)cc1,3%,-2%,u,6%,-14%,-4%,-4%,-15%,-0.4
O=C(NCc1cccs1)Nc1cccc(Cl)c1,x,x,5%,2%,x,5%,x,19%,x
CN(C)CC(C)(C)CNC(=S)NCc1ccc2c(c1)OCO2,u,1%,8%,-9%,-1%,-18%,10%,u,-0.2
CC1(C)OC(=O)C(=CNC(Cc2c[nH]c3ccccc23)C(=O)O)C(=O)O1 (centres undefined),-1%,-1%,18%,4%,-7%,4%,-3%,5%,0.1
COc1cc(C2C3=C(CC(C)(C)CC3=O)Nc3ccccc3N2C(C)=O)cc(OC)c1OC (centres undefined),11%,-4%,1%,-2%,-2%,-5%,-9%,23%,0.5
O=C(c1cccc(S(=O)(=O)N2CCOCC2)c1)N1CCN(S(=O)(=O)c2cccs2)CC1,24%,1%,84%[activator],0%,-9%,-2%,-6%,22%,1.1
COCCN=C1Sc2nc3cc(C)c(C)cc3cc2CN1Cc1cccs1,-3%,-21%,55%[activator],-7%,-18%,-4%,15%,-28%,1.0
Cc1ccc(S(=O)(=O)NC(=O)Nc2ccc(N(C)C)cc2)cc1,-15%,-15%,u,9%,-12%,-9%,1%,-3%,0.0
COc1ccc(C(=O)Nn2c(SCc3cccc([N+](=O)[O-])c3)nc3ccccc3c2=O)cc1,-8%,-8%,-8%,-15%,-17%,-9%,7%,-11%,-0.9
COc1ccc(Cl)cc1N(CC(=O)N1CCC(C)CC1)S(C)(=O)=O,42%,0%,13%,-1%,-7%,-4%,2%,9%,0.5
CCN(CC)CCn1c(NCc2ccco2)nc2ccccc21,4%,-5%,25%,6%,-17%,-11%,0%,u,-0.2
CCOC(=O)CN(c1ccccc1)S(=O)(=O)c1ccc(F)cc1,6%,-2%,14%,6%,-4%,1%,13%,-15%,-0.6
O=C1NC[C@H](c2ccccc2)N(CCC23CC4CC(CC(C4)C2)C3)C1=O,x,x,-10%,3%,x,-14%,-1%,-2%,-0.1
CNC(=O)c1ccc(CSc2nc3cccnc3n2Cc2cccc(F)c2)cc1,-1%,1%,32%[activator],-1%,-7%,0%,x,4%,0.1
S=C(NCc1cccnc1)Nc1ccc(Oc2ccccc2)cc1,-2%,-7%,48%[activator],-3%,-11%,-10%,9%,u,-0.8
Cc1ccc(Nc2nnns2)cc1C,-6%,-9%,10%,-3%,-7%,-17%,-1%,u,-0.1
Cc1onc(-c2c(Cl)cccc2Cl)c1C(=O)NC1CCCCC1,27%,-4%,26%,-2%,4%,-14%,9%,-16%,0.0
COc1cc(NS(=O)(=O)c2ccc(NC(=O)NC3CCCCC3)cc2)nc(OC)n1,u,0%,-8%,-9%,2%,-1%,-3%,23%,0.4
O=C(O)C1CCCN1C1=NS(=O)(=O)c2ccccc21 (centres undefined),37%,-4%,13%,7%,0%,4%,30%,-10%,0.4
COc1ccc(CNS(=O)(=O)NCc2ccccc2)cc1OC,-18%,-1%,52%,9%,0%,7%,-10%,-10%,0.2

# The closing 5 compounds of the part before come first, to join the parts:
SMILES,Pol beta inh,BLM inh,Pol iota inh,ERG-DNA inh,Anesthetic bind,POLK inh,APE1 inh,ALOX12 inh,TRHR agonist
Cc1ccc(Nc2nnns2)cc1C,-6%,-9%,10%,-3%,-7%,-17%,-1%,u,-0.1
Cc1onc(-c2c(Cl)cccc2Cl)c1C(=O)NC1CCCCC1,27%,-4%,26%,-2%,4%,-14%,9%,-16%,0.0
COc1cc(NS(=O)(=O)c2ccc(NC(=O)NC3CCCCC3)cc2)nc(OC)n1,u,0%,-8%,-9%,2%,-1%,-3%,23%,0.4
O=C(O)C1CCCN1C1=NS(=O)(=O)c2ccccc21 (centres undefined),37%,-4%,13%,7%,0%,4%,30%,-10%,0.4
COc1ccc(CNS(=O)(=O)NCc2ccccc2)cc1OC,-18%,-1%,52%,9%,0%,7%,-10%,-10%,0.2
CCOC(=O)CNNC(=O)Nc1ccc(Cl)c(Cl)c1,-30%,-13%,11%,-3%,4%,-4%,5%,-14%,0.3
CCOc1ccc(/C(O)=C2/C(=O)C(=O)N(CCCN3CCOCC3)C2c2ccc(C)cc2)cc1C (centres undefined),u,-2%,10%,10%,-8%,4%,-9%,8%,0.3
Cc1ccc(Cc2nc3ccccc3nc2SCC(=O)N2CCN(c3ccc(F)cc3)CC2)cc1,13%,-4%,6%,-2%,31%[activator],2%[60.1 µM],x,-12%,0.0
Cc1ccc(CNC(=O)CN(c2ccc(Cl)cc2Cl)S(=O)(=O)c2ccccc2)cc1,1%,-14%,11%,u,71%[activator],-15%,x,u,2.4
Cc1ccccc1-c1nc(CN2CCC(C(=O)NCc3cccnc3)CC2)c(C)o1,-3%,0%,5%,-2%,-16%,-11%,3%,0%,-0.8
CCN(CC)S(=O)(=O)c1cccc(C(=O)N[C@H](C(=O)OCC(=O)NC(=O)NC)C(C)C)c1,5%,-3%,2%,3%,-7%,-17%,0%,0%,-0.6
CCCC(C(=O)Nc1ccc(S(=O)(=O)N2CCOCC2)cc1)c1ccccc1 (centres undefined),x,x,u,5%,x,-33%,-4%,111%[activator],4.4
COc1ccc(S(=O)(=O)N2CCN(C(=O)c3cnc(C)cn3)CC2)cc1,-17%,1%,4%,9%,-3%,6%,2%,39%,0.7
Cc1ccc(Sc2ncnc3onc(C)c23)cc1,24%,2%,-7%,-1%,u,-11%,-1%,0%,-0.1
Fc1ccc(-c2nc(-c3cnccn3)no2)c(Cl)c1,0%,-1%,41%[activator],-1%,18%,-12%,6%,0%,0.1
O=c1c([N+](=O)[O-])c(NC2CCCCC2)c2ccccc2n1-c1ccccc1,5%,1%,-14%,9%,-4%,4%,-1%,-1%,0.1
CCOc1ccccc1OCC(=O)Nc1cc2c(cc1C(=O)O)OCCCO2,29%,-2%,4%,-8%,2%,2%,12%,u,-0.2
Cc1cc(C(F)(F)F)nn1CC(=O)NCC1CCCO1 (centres undefined),0%,-5%,37%[activator],5%,-5%,0%,4%,9%,1.4
CCc1ccc(CNC(=O)c2ccc(CSc3nc4ccncc4n3Cc3ccccc3)cc2)cc1,-18%,-10%,-3%,0%,59%[activator],-11%,x,-19%,1.6

# Screens (PubChem BioAssay)

# This is a subset (hit frequency here may not be typical).
